Dyrk1A ADPGlo – rat Dyrk1A kinase inhibitors, primary screen, biochemical, single point, plate reader; Dual specificity tyrosine-phosphorylation-regulated kinase 1A (Rattus norvegicus), Q63470; ADP-Glo luminescence, NFATc1 peptide; inhibition, % at 12.5 µM; actives 0.43% (n = 310,000); in the data active means inhibition above about 50%;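 further: plate controls were vehicle with enzyme for no effect and no enzyme for full effect; many of its hits are not listed in these tables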
TRPC4 PAM – positive allosteric modulators of TRPC4, primary screen, cell-based, mouse TRPC4beta, HEK293 mu-opioid, Fluo-4 calcium | Short transient receptor potential channel 4 (Mus musculus), Q9QUQ5 | DAMGO EC20, Fluo-4 Ca2+ flux; hits give high values | B-score at 10 µM | actives 0.42% (n = 310,000) | AID 2227, 2009;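 active means B-score of calcium response area above 5 SD of library B-scores, with initial fluorescence ratio within 5 SD of library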;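 further: B-score of integrated fluorescence ratio over time as area under calcium response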
KCNK3 inh – human KCNK3 channel inhibitors, primary screen, CHO cells, FluxOR thallium flux, B-score; FluxOR fluorescence; hits give low values; B-score at 10 µM; actives 0.84% (n = 340,000);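 active means B-score under library mean minus 4 SD, starting fluorescence ratio at most library mean plus 5 SD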;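 further: more negative B-score means stronger inhibition of thallium flux through KCNK3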
Target sequence (O14649 whole entry, looked up): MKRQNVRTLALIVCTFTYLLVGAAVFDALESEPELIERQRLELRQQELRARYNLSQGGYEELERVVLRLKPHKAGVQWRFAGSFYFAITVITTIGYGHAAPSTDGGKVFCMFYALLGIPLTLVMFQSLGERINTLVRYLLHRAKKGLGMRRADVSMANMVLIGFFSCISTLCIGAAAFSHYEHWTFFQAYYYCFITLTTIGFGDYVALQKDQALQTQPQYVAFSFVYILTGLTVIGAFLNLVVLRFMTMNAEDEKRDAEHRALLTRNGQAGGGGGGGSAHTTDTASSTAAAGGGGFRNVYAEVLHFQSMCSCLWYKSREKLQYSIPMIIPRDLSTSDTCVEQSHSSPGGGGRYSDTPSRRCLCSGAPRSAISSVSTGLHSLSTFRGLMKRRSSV
ANO1 block – TMEM16A chloride channel inhibitors, primary screen, cell-based, HTS; HEK293 TMEM16A/YFP iodide influx fluorescence, ionomycin; normalized B-score (activity score, 25-100; higher = stronger inhibition) at 10 µM; actives 1.2% (n = 310,000); AID 588511, 2011;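 active means ratio plate-corrected score three or more library SD toward inhibition, starting fluorescence score within five deviations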;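 further: score derived from kinetic fluorescence span divided by baseline fluorescence per well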
hERG protect – hERG rescue from dofetilide block, primary screen, cell-based, CHO-hERG, FluxOR thallium flux, dofetilide IC70; Voltage-gated inwardly rectifying potassium channel KCNH2 (Homo sapiens), Q12809; dofetilide IC70 present; activation (rescue from dofetilide block), less the hit threshold, % at 10 µM; actives 0.51% (n = 310,000);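 active means activation above the mean of controls blocked by dofetilide plus 5 SD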;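 further: thallium influx through hERG after potassium depolarization seen as dye fluorescence rise; in these data hits start at about 4.7%; inactives centre near -7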
KCNQ1 pot – potentiators or activators of KCNQ1 channel, primary screen, cell-based, thallium flux, high-throughput; Potassium voltage-gated channel subfamily KQT member 1 (Homo sapiens), P51787; CHO-K1 KCNQ1, thallium flux FluxOR fluorescence; hits give high values; B-score at 10 µM; actives 0.35% (n = 310,000); AID 2648, 2010;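 active means fluorescence ratio B-score, a plate-corrected score, at least three library SD, with initial intensity B-score within 5 SD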
Target sequence (P51787 whole entry, looked up): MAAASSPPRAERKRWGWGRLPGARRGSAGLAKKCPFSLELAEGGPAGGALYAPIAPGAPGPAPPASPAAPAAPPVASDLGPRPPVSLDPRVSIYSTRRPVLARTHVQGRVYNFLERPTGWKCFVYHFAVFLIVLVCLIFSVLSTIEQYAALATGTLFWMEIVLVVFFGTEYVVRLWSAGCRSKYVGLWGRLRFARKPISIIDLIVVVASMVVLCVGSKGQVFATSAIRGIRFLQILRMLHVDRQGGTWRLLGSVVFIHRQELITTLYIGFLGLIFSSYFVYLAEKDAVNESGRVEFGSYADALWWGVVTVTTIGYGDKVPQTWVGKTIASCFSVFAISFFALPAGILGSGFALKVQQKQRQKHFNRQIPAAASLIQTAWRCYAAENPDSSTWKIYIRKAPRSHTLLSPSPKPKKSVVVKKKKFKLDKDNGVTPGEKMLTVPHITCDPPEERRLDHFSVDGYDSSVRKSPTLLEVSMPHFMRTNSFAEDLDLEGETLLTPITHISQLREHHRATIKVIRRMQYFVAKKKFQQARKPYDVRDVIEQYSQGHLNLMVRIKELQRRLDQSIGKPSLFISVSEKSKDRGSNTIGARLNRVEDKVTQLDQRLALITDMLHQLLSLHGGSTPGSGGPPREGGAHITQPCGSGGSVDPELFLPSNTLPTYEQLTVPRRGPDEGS
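Doses: Single concentration per compound, DMSO matched to controls | Test system: KCNQ1-transfected CHO-K1 cells | Timing: 90 min dye loading and 20 min compound exposure, both at room temperature | Measured by: Kinetic FluxOR thallium fluorescence, 10-s 1-Hz baseline, 110-s post-stimulus read | Medium: Assay buffer with matched DMSO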
KCNQ1 inh – inhibitors of human KCNQ1 channel, primary screen, cell-based, thallium flux, high-throughput; Potassium voltage-gated channel subfamily KQT member 1 (Homo sapiens), P51787; CHO-K1 KCNQ1, FluxOR thallium flux fluorescence; hits give high values; B-score at 10 µM; actives 1.3% (n = 310,000); AID 2642, 2010;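 active means compounds whose thallium flux B-score, printed positive for inhibition, exceeds three library SD while starting fluorescence stays within three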;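 further: channel opened by potassium depolarization with thallium stimulus after 20 min compound exposure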
KCNK9 inh – KCNK9 potassium channel inhibitors, primary screen, HEK293 cells, thallium flux. AID 488922, 2010. FluxOR thallium flux fluorescence; hits give low values. actives 1.2% (n = 310,000). Potassium channel subfamily K member 9 (Homo sapiens), Q9NPC2. B-score at 10 µM;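 active means ratio B-score over 3 SD below the library mean, with starting fluorescence within 5 SD of its mean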;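 further: negative B-score means less thallium flux so channel inhibition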
TRPC4 agonist – activators of mouse TRPC4 channel, primary screen, Fluo4 calcium, HEK293 TRPC4beta/mu-opioid cells | Short transient receptor potential channel 4 (Mus musculus), Q9QUQ5 | Fluo4 calcium fluorescence; hits give high values | B-score at 10 µM | actives 0.49% (n = 310,000);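 active means B-score above 5 SD of library B-scores, and initial fluorescence ratio not above library mean plus 5 SD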;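 further: positive B-score marks a calcium rise read as TRPC4 activation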
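Assay system: HEK293 stable line with TRPC4beta plus mu-opioid receptor; schedule: 45 min room-temperature Fluo4 loading, 110 s read; technique: kinetic Fluo4 calcium fluorescence; evaluation: integrated baseline-normalised fluorescence ratio, converted to per-well B score; controls: buffer (low) and maximal DAMGO (high)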
HDAC3 inhib – HDAC3 deacetylase inhibitors, primary screen, biochemical, fluorescence, cell-free homogeneous | recombinant HDAC3, fluorogenic peptide/trypsin coupled | AID 2718, 2010 | actives 0.15% (n = 320,000) | inhibition, % at 8.3 µM | Histone deacetylase 3 (Homo sapiens), O15379; in the data active means inhibition above about 26%, passing the limit was not always enough; inconclusive means no clear call, values can overlap the other calls
TMEM16A act – TMEM16A chloride channel activators or potentiators, primary screen, cell-based, HTS | HEK293 TMEM16A/YFP-H148Q/I152L, iodide quench fluorescence; hits give low values | B-score at 10 µM | actives 0.3% (n = 340,000) | AID 623877, 2012;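 active means fluorescence-ratio B-score plate-corrected deviation score at least 3 library SD below zero, with starting fluorescence score within 5 deviations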;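 further: channel opened by trigger with iodide after compound preincubation; score built on the fluorescence ratio of max minus min over baseline; more negative score means more quench and so TMEM16A activation or potentiation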
The depositor's hits bear a star; i = inactive; ? = inconclusive; . = not tested or not shown.

Value order – TMEM16A act, KCNQ1 inh, HDAC3 inhib, KCNK3 inh, hERG protect, KCNK9 inh, TRPC4 agonist, TRPC4 PAM, KCNQ1 pot, ANO1 block, Dyrk1A ADPGlo
#1 CC1CCN(C(=O)COC(=O)c2cc(S(=O)(=O)N3CCOCC3)ccc2Cl)CC1
    i, i, ., i, -8, i, i, i, i, i, 1
#2 CN1CCN(C(=S)Nc2ccc(Cl)c(Cl)c2)CC1
    i, i, -2, i, -3, i, i, i, i, i, 1
#3 COCCN1Cc2cccc(C(=O)NCc3cccnc3)c2C1=O
    i, i, 0, i, -8, i, i, i, i, i, 3
#4 CCc1ccc(NC(=O)c2sc3nc4n(c(=O)c3c2C)CCC4)cc1
    i, i, ?, i, -9, i, i, i, i, i, 0
#5 CC(Nc1ccc2c(c1)OCCO2)C(=O)N1CCc2ccccc21 (stereo not given)
    i, i, -9, i, -7, i, i, i, i, i, 0
#6 CCCCNC(=O)COC(=O)c1ccc(C)c(NC(=O)c2ccco2)c1
    i, i, 1, i, -8, i, i, i, i, i, 3
#7 O=C(c1cccs1)N1N=C(c2ccccc2)CC1c1ccccc1O (stereo not given)
    i, i, 1, i, -6, i, i, i, i, i, -2
#8 COCc1ccc(C(=O)N2CCCC(N(C)Cc3ccccc3)C2)s1 (stereo not given)
    i, i, -15, i, -4, i, i, i, i, i, -4
#9 c1cnc2ccc(C(c3nnnn3C3CCCC3)N3CCN(c4nc5ccccc5s4)CC3)cc2c1 (stereo not given)
    i, i, 15, -9.1*, -8, -9.2*, i, i, i, i, -1
#10 Cc1ccccc1NC(=S)NCc1cccn1C
    i, i, 2, i, -6, i, i, i, i, i, 0
#11 O=C1N=c2ccccc2=C1c1sc(NS(=O)(=O)Cc2ccccc2)nc1O
    i, i, -1, i, -7, i, i, i, i, i, 17
#12 C/C(=N/NC(=O)CCC(=O)Nc1ccc(Br)cc1)c1ccc(Br)cc1
    i, i, -1, i, -7, i, i, i, i, i, -2
#13 NC(=O)c1nnn(-c2nonc2N)c1-c1ccc([N+](=O)[O-])cc1
    i, i, -2, i, 0, i, i, i, i, i, 4
#14 O=[N+]([O-])c1ccccc1CSc1nnc2ccccn12
    i, i, -1, i, -7, i, i, i, i, i, -2
#15 O=C(Nc1cccc(Cl)c1)c1ccc2c(=O)n3c(nc2c1)CCCCC3
    i, i, ., i, -1, i, i, i, i, ., 1
#16 NC(=O)c1c(C(F)(F)F)cc(-c2ccccc2)nc1NCCO
    i, i, -5, i, -4, i, i, i, i, i, 0
#17 N#C/C(C(=O)NCc1ccccc1)=C1/N=C(NC(=O)c2ccco2)c2ccccc21
    i, i, -2, i, -4, i, i, i, i, i, 25
#18 CC1(C)Cc2cccc(OCC(=O)Nc3cc(C(F)(F)F)ccc3N3CCOCC3)c2O1
    i, i, 8, i, -5, i, i, i, i, i, 11
#19 NS(=O)(=O)c1ccc(CCNC(=O)CSc2nc3ccsc3c(=O)n2CC2CCC(C(=O)O)CC2)cc1 (stereo not given)
    i, i, 6, i, -7, i, i, i, i, i, -2
#20 CCNC(=O)Nc1ccc(S(=O)(=O)Nc2cnc(C)nc2C)cc1
    i, i, 4, i, -2, i, i, i, i, i, -3
#21 CNc1nccc(-c2ccc(F)cc2)c1C#N
    i, i, -20, i, -13, i, i, i, i, i, 30
#22 Cc1ccc(-c2nc(CN(C)C)cc(CN(C)C)c2O)cc1
    i, ., -48, i, ., ., ., ., ., i, 0
#23 CCOC(=O)C1=C(C)NC(=O)NC1c1cc2c(cc1Br)OCO2 (stereo not given)
    i, i, 1, i, -5, i, i, i, i, i, 2
#24 CC(=O)c1ccccc1C(=O)N(C)C1CCCN(Cc2ccccc2F)C1 (stereo not given)
    i, i, -1, i, -6, i, i, i, i, i, 8
#25 COc1ccc(OC)c(NC(=O)NNC(=O)c2cc3occc3[nH]2)c1
    i, i, 6, i, -9, i, i, i, i, i, -2
#26 CCOC(=O)C1CCCN(C(=O)C2CCN(S(=O)(=O)c3c(C)noc3/C=C/c3ccccc3F)CC2)C1 (stereo not given)
    i, i, -1, i, -8, i, i, i, i, i, 3
#27 CCOC(=O)c1c(C)[nH]c(O)c1C=Nc1ccc(C(F)(F)F)cc1
    i, i, 2, i, -9, i, i, i, i, i, 2
#28 NC(=O)c1ccsc1NC(=O)CCS(=O)(=O)c1ccccc1
    i, i, -8, i, -15, i, i, i, i, i, .
#29 O=C(NCC(=O)N1CCN(S(=O)(=O)c2ccccc2F)CC1)c1ccc2c(c1)OCO2
    i, i, 1, i, -14, i, i, i, i, i, 1
#30 CC(C)(C)NC(=S)NC(=O)C12CCC3CC(CC(C3)C1)C2
    i, i, 1, i, -2, i, i, i, i, i, 2
#31 COC(=O)C1=C(C)C(c2ccc(OC)cc2)NC(=S)N1 (stereo not given)
    i, i, 4, i, -5, i, i, i, i, i, 5
#32 Cn1c(=O)cc(OCC(=O)N2CCC(N3CCCCC3)CC2)c2ccccc21
    i, i, 5, i, -8, i, i, i, i, i, 6
#33 FC(F)(F)c1cccc(OCCOCCn2cncn2)c1
    i, i, 8, i, -10, i, i, i, i, i, .
#34 O=C(CSc1ccc(Cl)cc1Cl)N1CCC(c2nc3ccccc3s2)CC1
    i, i, 7, -15*, -7, i, i, i, i, 100*, -5
#35 CC(=O)c1cnc2c(-c3ccc(Cl)cc3)cnn2c1C
    i, ., 0, i, ., ., ., ., ., i, -3
#36 CCN(Cc1ccccc1)C(=O)CSc1n[nH]c(N)n1
    i, i, 0, i, -6, i, i, i, i, i, 2
#37 O=C(CSc1nnnn1CCCO)Nc1ccc2c(c1)OCO2
    i, i, -4, i, -10, i, i, i, i, i, 0
#38 O=S1(=O)N=C(N2CCN(Cc3ccc4c(c3)OCO4)CC2)c2ccccc21
    i, i, 0, i, -6, i, i, i, i, i, -6
#39 O=c1cc(-c2ccccc2)c2cc(Cl)c(O)c(CN3CCOCC3)c2o1
    i, i, -2, i, -8, i, i, i, i, i, 3
#40 CCN(CC)S(=O)(=O)c1ccc(N2CC(C(=O)NCc3cccnc3)CC2=O)cc1 (stereo not given)
    i, i, -12, i, -4, i, i, i, i, i, 3
#41 COc1ccccc1-c1cc2nc(C)c(CCC(=O)NCc3ccco3)c(C)n2n1
    i, i, -8, i, -3, i, i, i, i, i, 4
#42 OC(c1ccccc1)C(CN1CCOCC1)c1ccccc1 (stereo not given)
    i, i, ., i, -11, i, i, i, i, i, -4
#43 Cc1ccnc(NS(=O)(=O)c2ccc(NC(=O)C3CCCCC3C(=O)O)cc2)n1 (stereo not given)
    i, i, 0, i, -4, i, i, i, i, i, 0
#44 CCOc1ccccc1C1CC(c2ccc(Cl)cc2)Nc2nc(N)nn21 (stereo not given)
    i, i, 4, i, -9, i, 116*, i, i, i, -6
#45 Cc1cc(C)cc(NC(=O)c2ccc(NC(=O)C3C4CC5OC(=O)C3C5C4)cc2)c1 (stereo not given)
    i, i, 3, i, -13, i, i, i, i, i, .
#46 Cc1ccc(CN2C(=O)C(C)Nc3ncnc(N4CCOCC4)c32)cc1 (stereo not given)
    i, i, ?, i, -12, i, i, i, i, i, -3
#47 Cc1cccc(C)c1NC(=O)C(=O)NCCc1c[nH]c2ccccc12
    i, i, 9, i, -6, i, i, i, i, i, -2
#48 O=C(O)c1cccc(Nc2c3ccccc3nc3ccccc23)c1
    i, i, -36, i, -12, i, i, i, i, i, 3
#49 CC1CC(C)CN(S(=O)(=O)c2ccc(C(=O)OCC(=O)NCCN3C(=O)CSC3=O)cc2)C1 (stereo not given)
    i, i, 2, i, -2, i, i, i, i, i, -8
#50 Cc1ccc2nc(SCCC(=O)O)cc(C)c2c1
    i, i, -5, i, -1, i, i, i, i, i, 8
#51 CN(C)S(=O)(=O)c1ccc(C(=O)OCc2ccc([N+](=O)[O-])cc2)cc1
    i, i, -4, i, -5, i, i, i, i, i, 5
#52 Cc1ccc(C(=O)N/N=C/c2nc3ccccc3n2C)cc1
    i, i, -1, i, -1, i, i, i, i, i, 3
#53 Cc1ccc(NC(=O)c2ccc(COc3ccc4c(c3)CCC4)cc2)c(C)c1
    i, i, -1, i, -1, i, i, i, i, i, 0
#54 O=C(c1ccc(CS(=O)(=O)c2c(Cl)cccc2Cl)o1)N1CCCC1
    i, i, 1, i, -1, i, i, i, i, i, 9
#55 CCc1nn(CC(=O)NCCCN2CCN(C)CC2)c(=O)c2cc3sccc3n12
    i, i, 7, i, -9, i, i, i, i, i, 0
#56 C(=N\c1nc2ccccc2n1Cc1ccccc1)/c1cccs1
    i, i, 1, i, 3, i, i, i, i, i, .

Compounds 41 through 42, reprinted for reference:
Value order – TMEM16A act, KCNQ1 inh, HDAC3 inhib, KCNK3 inh, hERG protect, KCNK9 inh, TRPC4 agonist, TRPC4 PAM, KCNQ1 pot, ANO1 block, Dyrk1A ADPGlo
#41 COc1ccccc1-c1cc2nc(C)c(CCC(=O)NCc3ccco3)c(C)n2n1
    i, i, -8, i, -3, i, i, i, i, i, 4
#42 OC(c1ccccc1)C(CN1CCOCC1)c1ccccc1 (stereo not given)
    i, i, ., i, -11, i, i, i, i, i, -4

Molecules shown so far that have an aryl methoxy group:
Value order – TMEM16A act, KCNQ1 inh, HDAC3 inhib, KCNK3 inh, hERG protect, KCNK9 inh, TRPC4 agonist, TRPC4 PAM, KCNQ1 pot, ANO1 block, Dyrk1A ADPGlo
#25 COc1ccc(OC)c(NC(=O)NNC(=O)c2cc3occc3[nH]2)c1
    i, i, 6, i, -9, i, i, i, i, i, -2
#31 COC(=O)C1=C(C)C(c2ccc(OC)cc2)NC(=S)N1 (stereo not given)
    i, i, 4, i, -5, i, i, i, i, i, 5
#41 COc1ccccc1-c1cc2nc(C)c(CCC(=O)NCc3ccco3)c(C)n2n1
    i, i, -8, i, -3, i, i, i, i, i, 4

Source: PubChem BioAssay (several laboratories)

Some of the compounds tested; rates above refer to the full screens.
